TNAP inh hi DEA: inhibitors of human TNAP at high phosphate acceptor concentration; P05186; 0.03% of 200,000 active; purified TNAP, CDP-star luminescence, 1 M DEA; inhibition, % at 20 µM;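 active = over 50% inhibition of tissue-nonspecific alkaline phosphatase at 20 µM in the single-dose screen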;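 also: plate controls were DMSO wells for no effect and EDTA-quenched wells as full inhibition for full effect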
PMI act: phosphomannose isomerase (human) activation; activation factor at 20 µM; 0.005% of 190,000 active; P34949; purified human PMI, coupled resazurin fluorescence, 20 min; stronger effect = higher value; 1 = vehicle control, 0 substrate-free wells;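 active = activation factor of 2 or more at 20 µM, relative to plate controls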
Target sequence (P34949 whole entry, looked up): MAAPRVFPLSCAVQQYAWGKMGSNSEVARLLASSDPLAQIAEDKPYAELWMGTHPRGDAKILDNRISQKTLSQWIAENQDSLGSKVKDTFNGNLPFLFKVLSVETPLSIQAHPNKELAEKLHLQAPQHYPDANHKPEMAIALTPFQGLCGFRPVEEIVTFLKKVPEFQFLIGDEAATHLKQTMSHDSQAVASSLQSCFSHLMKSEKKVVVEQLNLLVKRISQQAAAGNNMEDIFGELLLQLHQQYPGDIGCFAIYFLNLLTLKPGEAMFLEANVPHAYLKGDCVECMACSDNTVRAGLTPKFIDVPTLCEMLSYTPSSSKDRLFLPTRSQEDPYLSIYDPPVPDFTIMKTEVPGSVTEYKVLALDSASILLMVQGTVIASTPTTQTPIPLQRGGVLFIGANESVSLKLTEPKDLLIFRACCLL
L major viab: Leishmania major promastigote growth inhibition | 9% of 200,000 active | AID 1063 | Leishmania major promastigotes, resazurin fluorescence viability | inhibition, % at 10 µM; in the data active = inhibition above about 50%;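 also: promastigotes grown with compound for 44 hours at 28 °C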
TNAP inh noacc: TNAP (human) inhibition, acceptor-free conditions; AID 1012; purified TNAP, CDP-star luminescence, 30 min; 0.26% of 200,000 active; P05186; inhibition, % at 20 µM;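 active = tissue-nonspecific alkaline phosphatase inhibition above about 50% at 20 µM in the single-dose screen, limit read from the data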;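 also: 0% = DMSO negative control and 100% = EDTA positive control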
RAM network inh: blocks the yeast RAM network. S. cerevisiae dse1pr::URA3 reporter, 5-FOA growth OD615, 2 d; analog-sensitive cbk1-as2 kinase mutant strain. inhibition, % at 50 µM. 1.8% of 190,000 active. AID 868;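 active = inhibition above a set limit, 3 SD over mean compound inhibition, cut at about 8.4% in these data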;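 also: 0% = DMSO-only wells with no growth and 100% = 10 µM 1-NA-PP1 full growth; inhibition rescues growth on 5-FOA so higher OD means more RAM inhibition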
PMI act hi M6P: increases human PMI activity with near-saturating mannose 6-phosphate | P34949 | coupled PMI enzyme assay, resazurin fluorescence, 20 min; stronger effect = higher value; 1 = untreated enzyme, 0 = substrate-free blank | activation factor at 20 µM | 0.34% of 190,000 active | AID 1216;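 active = activation factor of 2 or more at 20 µM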
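Test system: human phosphomannose isomerase with PGI, G6PDH, diaphorase coupling enzymes / Doses: 20 µM compound, 1% DMSO / Times: enzyme reaction with compound 20 min at room temperature / Measured by: Diaphorase-driven resazurin-to-resorufin fluorescence, excitation 544, emission 590 nm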
S1P3 antagonist: S1P3 (human) receptor antagonism; Q99500; CHO S1P3 NFAT-BLA reporter, FRET fluorescence, antagonist mode; AID 485; inhibition, % at 4.98 µM; 0.27% of 170,000 active;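 active = inhibition above the plate cutoff, the mean inhibition of test wells on that plate plus 3 SD, cut at about 28% in these data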;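 also: cells challenged with S1P at its EC80 of 0.8 µM; blue over green emission ratio from cleaved BLA substrate after 4 h stimulation; 0% = S1P-stimulated wells and 100% = unstimulated DMSO-only wells; some compounds past the cut are filed as inactive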
Target sequence (Q99500 whole entry, looked up): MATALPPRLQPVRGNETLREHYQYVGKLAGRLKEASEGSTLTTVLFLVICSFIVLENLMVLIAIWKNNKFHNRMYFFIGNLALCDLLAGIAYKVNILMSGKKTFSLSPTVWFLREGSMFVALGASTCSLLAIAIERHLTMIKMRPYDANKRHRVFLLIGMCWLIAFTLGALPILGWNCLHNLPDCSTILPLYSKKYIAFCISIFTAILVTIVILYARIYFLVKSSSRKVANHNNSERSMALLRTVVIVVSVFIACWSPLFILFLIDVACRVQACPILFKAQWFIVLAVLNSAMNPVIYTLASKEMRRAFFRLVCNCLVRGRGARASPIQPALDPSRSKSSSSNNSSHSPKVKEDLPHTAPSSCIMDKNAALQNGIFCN
Redox H2O2 prof: compounds producing H2O2 with reducing agent – biochemical, NIH compound library profiling, artefact control for MLSCN library redox annotation, primary screen. DTT-dependent redox cycling H2O2, phenol red/HRP absorbance; 100% = 100 µM peroxide control, 0% = buffer. activation, % at 10 µM. 0.03% of 200,000 active;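 active = activation of at least 50% relative to the plate's high and low controls in the primary single-dose screen; inactive = activation below 50%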;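 also: compound incubated with DTT at 0.8 mM final as the reducing agent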
HMGR II inh: blocks class II HMG-CoA reductase of Enterococcus faecalis; purified E. faecalis HMGR, NADPH absorbance 340 nm kinetic; inhibition, % at 10 µM; 0.41% of 190,000 active;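 active = inhibition above a set limit, the median over all tested compounds plus 3 SD, cut at about 9.5% in these data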;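 also: enzyme runs in reverse so mevalonate oxidation gives rising NADPH absorbance; 0% = complete reaction with DMSO and 100% = background rate lacking mevalonate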
Hsp70 activator: switches on Hsp70 transcription; HeLa Hsp70 promoter luciferase reporter, luminescence; scaled: vehicle 0, proteasome-inhibitor control 100%; activation, % at 10 µM; 0.04% of 200,000 active; AID 1203;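 active = activation above the mean across all tested compounds plus 3 SD, cutoff set per campaign, cut at about 5.5% in these data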;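 also: 100% = MG132 at 30 µM as the positive control and 0% = DMSO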
* = called active by the depositor; . = not tested or not shown.

SMILES	TNAP inh hi DEA	PMI act	L major viab	TNAP inh noacc	RAM network inh	PMI act hi M6P	S1P3 antagonist	Redox H2O2 prof	HMGR II inh	Hsp70 activator
COc1ccc(C(=O)N2CCN(Cc3ccc4c(c3)OCO4)CC2)cc1[N+](=O)[O-]	0	1	23	-1	-0.5	1	7	-0.3	-4	0.1
O=C(CN1C(=O)NC2(CCCCCCC2)C1=O)N1CCN(C(=O)c2ccco2)CC1	-2	1	-3	-10	1.2	1	.	0.0	-3	-0.3
Fc1ccc(N2CCN(c3ncnc4nc[nH]c34)CC2)cc1	-1	0.9	23	-65	0.1	0.9	.	-0.5	-8	-0.1
Cc1ccc(NC(=O)/C(=C/c2cccc([N+](=O)[O-])c2)NC(=O)C2CCCCC2)c(C)c1	-4	1	-5	-8	2.0	1.1	.	3.1	2	0.0
CCOC(=O)c1ccccc1NC(=O)CSc1nnnn1C	1	1.1	0	10	1.1	1.1	.	0.5	-6	0.1
O=C(NCCCc1ccccc1)c1cnc2n(c1=O)CCS2	-2	1	-1	-9	-0.8	1	7	9.9	-2	0.0
Cc1cc(C)cc(N2C(=O)CC(N3CCOCC3)C2=O)c1 (centres undefined)	-2	0.9	-7	-6	1.5	1	23	1.0	-4	0.0
CC1=CC2=NC(=O)/C(=C\c3ccc(-c4ccc(Cl)cc4)o3)C(=N)N2O1	5	0.9	6	5	2.5	0.9	-18	0.1	-1	-0.2
CC1CN(Cc2ccccc2)c2ccccc2NC1=S (centres undefined)	-4	1	10	-3	0.8	1.1	0	-0.1	-4	-0.1
COc1ccc(-c2cc(-c3cccs3)nc(OC)c2C#N)cc1OC	3	0.9	3	-1	1.4	0.9	-5	0.6	-8	-0.1
COC(=O)c1cc(NC(=O)c2cccc(F)c2)cc(C(=O)OC)c1	-1	1	3	-8	3.1	1	1	-0.4	8	0.0
CN(C)c1ccc(-c2nc3ccccn3c2/N=C/c2ccc(Br)cc2)cc1	14	0.9	99*	15	0.7	0.9	3	0.3	-4	1.0
Cc1cc(O)cc(O)c1-c1onc(C(F)(F)F)c1-c1cscn1	-2	1	-3	8	0.9	1	0	1.6	1	0.0
O=C(CCC1CC(=O)Nc2ccccc21)NCc1cccnc1 (centres undefined)	-4	1.1	-7	-4	0.8	1	-7	-0.5	1	0.0
COc1ccccc1/C=C/C(=O)Nc1ccc(N2CCOCC2)cc1	-3	1.1	6	-3	-0.1	1	19	-0.1	-3	-0.1
Oc1ccc(C2Nc3cccc4cccc(c34)N2)c(O)c1	5	0.7	0	3	6.6	0.6	.	-0.6	2	0.3
Cc1ccc2nc(Cl)c(C3CC(c4cccs4)=NN3S(C)(=O)=O)cc2c1 (centres undefined)	4	1	84*	-10	3.4	1.2	4	-0.3	0	-0.4
Cc1cc(C)cc(CC2CC(=O)N(c3ccc4c(c3)OCCO4)C2=O)c1 (centres undefined)	-5	0.9	21	-11	0.9	0.9	20	2.3	-3	-0.2
Cc1cccc(C)c1OCc1nc2ccccc2c(=O)n1/N=C/c1ccc(OCC(=O)O)cc1	-6	1.2	-3	-7	0.9	1.2	-14	2.0	-4	0.2
CCCc1c(C(=O)OCC)[nH]c2c1C(=O)CCC2	-1	1.1	4	-9	-1.2	1.1	-17	-1.0	-7	-0.2
CC(C)NC(=O)CN(c1cccc(Br)c1)S(C)(=O)=O	-2	1.1	-3	-12	-0.1	1.1	-25	-0.1	-2	0.0
COC(=O)c1cc(C(=O)N2CCN(c3cccc(C)c3C)CC2)cc([N+](=O)[O-])c1	-2	1	8	-9	-0.6	1	-7	0.0	-6	-0.3
COc1ccc(/C=C2\SC(=O)N(CCC(=O)Nc3ccc(S(=O)(=O)Nc4nccs4)cc3)C2=O)cc1	5	0.7	-13	-11	1.5	0.9	-10	0.2	-4	-0.5
FC(F)C(F)(F)C1=CC(c2ccccc2)=NCCN1	-9	1.1	1	-5	0.8	0.9	-10	1.2	0	-0.5
COC(=O)CSC1=C(C#N)C(c2ccccc2OC)C(C(=O)OC)C(=O)N1 (centres undefined)	-4	1.1	0	1	0.3	1.1	8	-0.1	-4	0.0
CCN(CC)S(=O)(=O)c1cnccc1N1CCN(c2cccc(Cl)c2)CC1	-5	0.9	100*	-7	-0.4	0.9	9	0.0	0	-0.2
CCCCc1nccn1CCn1ccnc1CCCC	1	1	-7	-8	0.2	1.1	-28	-2.3	-3	0.0
Cc1cccc(Nc2nc(N)c(C#N)c(CC#N)c2C#N)c1	0	1	-1	-7	1.2	1	-33	-0.2	-4	-0.3
O=C(COC(=O)c1ccc(Cl)nc1)NCc1ccc2c(c1)OCO2	3	1	-5	-13	0.1	1	-16	0.7	-7	-0.4
CC(C)(C)c1ccc2c(c1)OC(C(=O)N/N=C\c1ccccn1)CO2 (centres undefined)	3	1	1	-20	-0.6	1.1	-4	0.3	1	-0.2

Of the compounds above, these contain a nitro group on carbon:
SMILES	TNAP inh hi DEA	PMI act	L major viab	TNAP inh noacc	RAM network inh	PMI act hi M6P	S1P3 antagonist	Redox H2O2 prof	HMGR II inh	Hsp70 activator
COc1ccc(C(=O)N2CCN(Cc3ccc4c(c3)OCO4)CC2)cc1[N+](=O)[O-]	0	1	23	-1	-0.5	1	7	-0.3	-4	0.1
Cc1ccc(NC(=O)/C(=C/c2cccc([N+](=O)[O-])c2)NC(=O)C2CCCCC2)c(C)c1	-4	1	-5	-8	2.0	1.1	.	3.1	2	0.0
COC(=O)c1cc(C(=O)N2CCN(c3cccc(C)c3C)CC2)cc([N+](=O)[O-])c1	-2	1	8	-9	-0.6	1	-7	0.0	-6	-0.3

The listing continues:
SMILES	TNAP inh hi DEA	PMI act	L major viab	TNAP inh noacc	RAM network inh	PMI act hi M6P	S1P3 antagonist	Redox H2O2 prof	HMGR II inh	Hsp70 activator
CCC(=O)N1C(Cc2ccccc2)COC1(C)C (centres undefined)	2	1	-6	-5	0.1	1.1	-9	-0.1	-5	-0.3
COC(=O)c1cc(OC)c(OC)cc1NC(=O)C(C)Sc1ccc(C)cc1 (centres undefined)	-4	0.9	2	-7	3.1	0.9	.	-0.9	2	-0.1
Cc1ccc2nc3c(nc2c1)-c1ccccc1C3=O	-3	1.5	-14	-8	3.4	1.8	.	0.2	-4	0.0
CCOC(=O)C1(CC)NC(c2cccc(F)c2)C2C(=O)N(CC)C(=O)C21 (centres undefined)	2	1.1	-7	-5	-0.1	1.1	-12	-2.7	-2	-0.4
Cc1cccc(/C(N)=N/OC(=O)CCC2CCCCC2)c1	-4	1	-4	-20	-1.9	1	-5	0.0	-6	-0.3
Cc1ccc2c(c1)C(O)(CC(=O)c1ccc(C)s1)C(=O)N2 (centres undefined)	-2	0.9	-7	-4	0.3	1	-10	-0.1	5	-0.2
CC1CCc2c(sc(NC(=O)c3ccccc3C(=O)O)c2C#N)C1 (centres undefined)	-2	1.1	-9	-8	2.5	1	-13	-0.3	2	-0.2
COc1ccc(/C=C/c2c([N+](=O)[O-])c(=O)n(C)c(=O)n2C)cc1O	7	0.9	90*	0	0.6	0.9	.	0.7	-1	-0.2
O=C1NN=C(c2ccc(Cl)cc2)CC1c1cccc(Br)c1 (centres undefined)	-2	1	9	-7	1.4	1	4	-1.3	0	0.2
c1ccc(N2CCN(Cc3cnc(N4CCOCC4)s3)CC2)cc1	-5	0.9	-5	-2	0.1	0.9	-4	-2.2	-2	-0.5
Cc1c(C(=O)OCC(=O)N2CC(=O)Nc3ccccc32)oc2ccccc12	-3	0.9	-7	-6	3.1	0.9	.	0.2	-6	-0.2
COc1ccc(C2C(C(=O)c3ccccc3)=C(C)Nc3nc4ccccc4n32)cc1OC (centres undefined)	1	0.9	22	-3	3.8	0.8	1	1.3	3	-0.1
CCCn1nc(C(=O)NCc2ccccn2)c2ccccc2c1=O	0	1	1	0	2.0	1	27	1.1	0	-0.1
O=C(O)c1ccc(CN(c2ccccn2)S(=O)(=O)c2ccccc2)cc1	-9	1	-2	-22	-0.4	0.9	23	-1.9	4	-0.4
O=C(NCCO)C1(c2ccc(Cl)cc2)CCCC1	0	1	-1	-7	2.1	1.1	.	0.8	-4	-0.3
CC(C)COC(=O)/C(C#N)=C/c1c[nH]c2ccccc12	3	0.8	-5	5	6.0	0.9	-5	0.3	-3	-0.4
CCc1cccc(NC(=O)Nc2cccs2)c1	6	1	6	-9	0.0	1.2	-2	1.2	-3	0.6
Cc1ccc(-n2c(C)cc(C=C(C#N)C#N)c2C)cc1	-8	1	-3	-12	2.7	1.1	.	-3.7	-9	-0.1
CCOc1ccc(-n2c(Cc3cc(=O)[nH]c(=O)[nH]3)nnc2SCC(=O)OC)cc1	-3	1	-6	-8	0.8	1	-14	-1.8	-2	-0.5
COC(=O)c1nc(NC(=O)c2ccccc2Cl)n[nH]1	-10	1.1	-5	-5	-1.3	1.1	.	-1.4	-6	-0.4
O=C(Nc1ccncc1)c1cc(-c2ccccn2)nc2ccc(Br)cc12	2	0.9	3	5	2.0	0.9	-1	6.7	1	0.2
O=S(=O)(C/C(=C/CO)S(=O)(=O)c1ccccc1)c1ccccc1	-1	1	55*	-8	1.0	1	14	1.4	0	15*
Cn1cc(CN2CCN(Cc3ccccc3)CC2)c(-c2cccc(Cl)c2)n1	-1	0.9	14	-3	2.8	0.9	4	0.6	-4	-0.3
O=C(CCc1ccccc1)NCCc1cccs1	-2	1	-9	-4	0.1	1	-6	9.7	1	0.3
CCOC(=O)C1(Cc2ccccc2Cl)CCN(C(=O)CN2CCOC2=O)CC1	-6	0.9	-5	-10	0.3	0.9	8	-1.1	0	0.2
CCc1nnc(NC(=O)c2ccc(-c3ccc(Cl)cc3)o2)s1	-2	0.9	-3	-3	2.5	1	.	-0.6	2	-0.2
CCOC(=O)Cc1csc(SCn2nnc3ccccc3c2=O)n1	-8	1	-7	0	-0.9	1	.	-2.6	-2	0.9
CCOC(=O)C1CCCCN1Cc1cc(OC)ccc1OC (centres undefined)	-6	0.9	0	-10	1.0	1	.	-12	4	0.1
Cc1ccc(N(Cc2cc(=O)[nH]c3ccccc23)C(=O)c2ccco2)cc1	5	1.1	16	-1	0.0	1.3	-56	1.9	-2	-0.2

Whole records, quoted from the list. Values in the order: TNAP inh hi DEA, PMI act, L major viab, TNAP inh noacc, RAM network inh, PMI act hi M6P, S1P3 antagonist, Redox H2O2 prof, HMGR II inh, Hsp70 activator
CN(C)c1ccc(-c2nc3ccccn3c2/N=C/c2ccc(Br)cc2)cc1 as listed: 14, 0.9, 99*, 15, 0.7, 0.9, 3, 0.3, -4, 1.0
Fc1ccc(N2CCN(c3ncnc4nc[nH]c34)CC2)cc1 as listed: -1, 0.9, 23, -65, 0.1, 0.9, ., -0.5, -8, -0.1
Oc1ccc(C2Nc3cccc4cccc(c34)N2)c(O)c1 as listed: 5, 0.7, 0, 3, 6.6, 0.6, ., -0.6, 2, 0.3
CCOC(=O)c1ccccc1NC(=O)CSc1nnnn1C as listed: 1, 1.1, 0, 10, 1.1, 1.1, ., 0.5, -6, 0.1
Cc1cccc(/C(N)=N/OC(=O)CCC2CCCCC2)c1 as listed: -4, 1, -4, -20, -1.9, 1, -5, 0.0, -6, -0.3

Compound activity: PubChem, several laboratories
